# Bioassay records from PubChem BioAssay.
# FAK blocker – FAK (human) kinase inhibition; biochemical FAK kinase activity assay; inhibition, %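 (tested at 7 µM)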; actives 0.84% (n = 97,000); AID 727; in the data active means inhibition above about 19%;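 further: 0% = DMSO and 100% = reference compound high control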
# Target sequence (Q05397 whole entry, looked up): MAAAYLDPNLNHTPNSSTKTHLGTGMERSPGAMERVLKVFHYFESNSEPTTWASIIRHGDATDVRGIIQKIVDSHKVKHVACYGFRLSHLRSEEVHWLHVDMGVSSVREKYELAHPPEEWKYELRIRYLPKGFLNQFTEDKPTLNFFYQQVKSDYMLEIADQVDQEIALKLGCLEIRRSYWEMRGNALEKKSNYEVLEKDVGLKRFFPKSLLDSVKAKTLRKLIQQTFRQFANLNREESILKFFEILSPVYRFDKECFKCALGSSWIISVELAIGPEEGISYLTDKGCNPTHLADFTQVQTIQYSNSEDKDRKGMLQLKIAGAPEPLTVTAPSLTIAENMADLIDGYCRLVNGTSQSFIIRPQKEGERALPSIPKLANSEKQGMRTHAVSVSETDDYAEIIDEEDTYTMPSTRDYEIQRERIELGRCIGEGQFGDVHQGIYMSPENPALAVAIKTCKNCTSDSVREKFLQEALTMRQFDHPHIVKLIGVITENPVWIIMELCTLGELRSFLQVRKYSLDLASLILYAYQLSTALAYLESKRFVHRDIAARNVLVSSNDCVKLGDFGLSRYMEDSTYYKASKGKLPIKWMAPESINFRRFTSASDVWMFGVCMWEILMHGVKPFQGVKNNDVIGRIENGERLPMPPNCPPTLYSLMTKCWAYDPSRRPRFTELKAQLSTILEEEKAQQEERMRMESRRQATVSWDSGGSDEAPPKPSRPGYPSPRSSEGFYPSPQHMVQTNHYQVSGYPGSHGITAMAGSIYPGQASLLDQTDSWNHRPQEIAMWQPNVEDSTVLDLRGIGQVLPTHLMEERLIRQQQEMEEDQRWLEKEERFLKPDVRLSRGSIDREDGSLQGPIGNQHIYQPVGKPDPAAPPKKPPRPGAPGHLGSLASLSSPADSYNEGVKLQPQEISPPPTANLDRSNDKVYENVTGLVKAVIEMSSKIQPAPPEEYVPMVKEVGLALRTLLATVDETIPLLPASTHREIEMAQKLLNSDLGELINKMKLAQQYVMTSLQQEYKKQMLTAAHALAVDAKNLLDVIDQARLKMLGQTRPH
# PTPN22 act – increases human PTPN22 phosphatase activity; activation, % at 2 µM; actives 0.11% (n = 96,000); Q9Y2R2; recombinant LYP, DiFMUP fluorescence; 0 = plate median, 100 = signal doubled;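 active means activation at 2 µM above a set limit, the mean plus 5 SD, cut at about 37% in these data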
# PLK1 inh – blocks human PLK1 kinase activity. P53350. recombinant PLK1 kinase, TR-FRET peptide phosphorylation. inhibition, % at 10 µM. actives 0.53% (n = 97,000);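 active means inhibition of 50% or more in the single-concentration screen; inactive means inhibition below 50%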;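 further: 0% = DMSO max control and 100% = H-89 dihydrochloride min control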
# EphB4 ephrin blk – blocks human EphB4 binding to ephrin-B2; actives 0.15% (n = 97,000); P54760; EphB4 LBD / TNYL-RAW-Alexa532 peptide, fluorescence polarization; inhibition, % at 7 µM;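 active means inhibition above the screen-wide mean inhibition plus 3 SD, cut at about 15% in these data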;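 further: 0% = DMSO wells and 100% = excess unlabeled TNYL-RAW peptide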
# Plk1 PBD FP – Plk1 (human) PBD binding inhibition | P53350 | Plk1 PBD phosphopeptide binding, fluorescence polarization | inhibition, %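 (tested at about 20 µM)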 | actives 0.13% (n = 97,000) | AID 693; in the data active means inhibition above about 34%, passing the limit was not always enough
# Rev-RRE block – inhibitors of HIV-1 Rev-RRE RNA interaction; inhibition, % at 8 µM; Rev peptide-RRE RNA binding, FRET; actives 0.79% (n = 97,000); P05866; AID 704;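 active means inhibition above the screen-wide mean plus 3 SD, cut at about 35% in these data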;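 further: 0% = median DMSO wells and 100% = median Neomycin B control wells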
#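 System: Cy5-labelled duplex RRE RNA binding fluorescein-labelled HIV Rev peptide; Signal: fluorescein-to-Cy5 FRET, 480 nm excitation; Also added: labelled Rev peptide; Compound: one concentration, 8 µM nominal; Buffer or medium: HEPES pH 7.5 salt buffer with EDTA; Read-out: % inhibition of FRET ratio versus controls; Schedule: 5 min preincubation and 15 min binding, 25 °C.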
# F-actin modifier – alters cytoskeleton assembly in HUVEC cells; actives 0.18% (n = 91,000); inhibition, % at 2 µM; HUVEC TNFa F-actin phalloidin imaging, high content; AID 836;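 active means inhibition above the batch mean plus 3 SD and confirmed as a hit by visual image inspection, cut at about 30% in these data, passing the limit was not always enough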; further: strong numbers were not always called active
# PTPN22 inh 2 – LYP (human) phosphatase inhibition | Q9Y2R2 | recombinant LYP catalytic domain, DiFMUP fluorescence | inhibition, % at 2 µM | actives 0.21% (n = 96,000);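 active means inhibition at 2 µM at or above a set limit, the screen mean plus 3 SD, cut at about 24% in these data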;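 further: 0% = DMSO with enzyme and 100% = enzyme fully blocked by orthovanadate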
# Pyk2 oligo antag – antagonists of human Pyk2 oligomerization | Q14289 | Q293 cells, Pyk2 FERM NanoBiT luminescence; active compounds read low | z-score (the deposit names both 25 µM and 10 µM) | actives 0.83% (n = 99,000) | AID 1347419;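 active means Z-score of -3 or lower, scaled per plate to the spread of control and sample wells; inactive means z-score above -3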;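 further: negative z-score means lost luminescence so less FERM oligomerization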
# Numbers without * were called inactive; nt = not tested or not shown.
SMILES,FAK blocker,PTPN22 act,PLK1 inh,EphB4 ephrin blk,Plk1 PBD FP,Rev-RRE block,F-actin modifier,PTPN22 inh 2,Pyk2 oligo antag
O=C(Nc1ccc(Cl)c(Cl)c1)C1=Cc2ccccc2OC1,1,1,-10,-2,13,18,-4,0,-0.25
CC(C)(C)c1ccc(CN2C3=NCCCN3c3ccccc32)cc1,0,-3,-7,3,11,13,-3,3,0.05
O=C(N/N=C/c1cccc([N+](=O)[O-])c1)c1cc2c(ccc3ccccc32)o1,13,-34,-6,3,-2,8,-5,35*,-0.24
CC1CCCN(C(=O)CSc2nc3ccccc3o2)C1 (stereo not given),-2,0,-3,3,-8,-1,-6,3,1
O=[N+]([O-])c1cc2c(cc1/C=N/Nc1nc(Nc3ccccc3)nc(N3CCCCC3)n1)OCO2,2,0,-14,3,9,-3,7,3,-2.4
CCCCn1c(SCC(=O)N2CCC(C)CC2)nc2cc(S(N)(=O)=O)ccc21,-5,-6,-3,5,-11,5,32,5,0
O=C1OC(Nc2ccccn2)c2ccccc21 (stereo not given),-1,2,-4,1,8,7,2,-2,0.29
CCOC(=O)N1CCN(C(=O)c2ccc3c(=O)n(-c4ccc(F)cc4)c(=S)[nH]c3c2)CC1,-1,-6,-15,-6,2,5,-6,6,0.17
N#Cc1ccc(C(=O)Nc2ccc(N3CCN(C(=O)c4ccco4)CC3)cc2)c(F)c1,4,16,-11,-3,2,-1,-25,-13,0.52
c1ccc2c(c1)oc1c(N3CCN(Cc4ccc5c(c4)OCO5)CC3)ncnc12,5,-3,2,-4,-9,4,9,6,-1.7
COc1ccc2occ(C(=O)c3coc4ccc(O)c(CN(C)C)c34)c2c1,-6,-9,-6,-5,-7,-4,9,7,-1.2
COc1cccc(N2CCN(C(=O)CCn3c(=S)[nH]c4cc5c(cc4c3=O)OCO5)CC2)c1,0,7,-10,3,18,5,-18,-9,nt
CCn1nc(C)c(NC(=O)/C=C/c2ccc(OC)c(COc3ccc(Br)cc3)c2)c1C,0,-14,-8,7,-6,1,-34,13,-1.1
COc1ccccc1OCC(=O)N1CC2(C)CC1CC(C)(C)C2 (stereo not given),2,-7,2,-6,22,4,-4,9,0.81
Cc1ccc(NC(=S)NCCO)c(C)c1,2,6,0,7,-28,3,-29,-1,1
COc1ccc2[nH]c3nc(SCC(=O)NNC(=O)c4ccc(OC)c(OC)c4)nnc3c2c1,0,-12,-1,5,-17,3,5,14,-0.18
CC1Cc2nc(SCC(=O)Nc3nccs3)n(Cc3ccccc3)c(=O)c2S1 (stereo not given),6,10,-4,-2,1,5,8,-13,nt
CCN1CCN(Cc2ccc(NC(=O)Nc3ccccc3)cc2)CC1,-4,-5,-23,-1,26,0,12,3,nt
CCN(CC)S(=O)(=O)c1ccc(-c2nnc(SCC(=O)N3CCOCC3)o2)cc1,5,4,-12,12,-35,7,-52,-3,-0.82
CCOc1ccc(NC2c3ccccc3C(=O)N2Cc2ccco2)cc1 (stereo not given),6,2,0,4,-4,10,2,-3,nt
COc1ccc(CC(=O)Nc2cc(Cl)ccc2O)cc1,1,-4,-2,-1,-6,2,2,4,-1.5
O=C(O)c1ccc2c(c1)C(=O)N(C(Cc1ccccc1)C(=O)O)C2=O (stereo not given),-4,2,-1,-5,16,5,-2,-4,-0.08
CS(=O)(=O)N1CCN(C(=O)Cc2cccs2)CC1,0,-3,-11,9,-9,6,-5,7,0.45
COc1ccc(Oc2ccccc2/C=N/O)cc1,0,4,-9,-5,-8,-1,-13,0,-0.95
Cc1ccc(C(=O)Oc2ccc3c(c2)ncn3C)cc1,0,-2,-8,1,-37,1,-3,2,-0.18
Cc1ccc2nsnc2c1S(=O)(=O)N1CCN(CCc2ccccc2)CC1,0,5,-4,7,0,5,-6,-6,0.2
CC(NC(=O)CCC(=O)NC(C)C1COc2ccccc2O1)C1COc2ccccc2O1 (stereo not given),1,-3,5,1,-25,5,48,3,1.2
CCCN1CC=C2C(C#N)=C(N)C(C#N)(C#N)C(c3cc(OC)ccc3OC)C2C1 (stereo not given),1,-3,-12,-4,-26,72*,-15,2,0.6
CCCSc1nnc2[nH]c(=O)cc(N)n12,0,4,-12,-3,22,6,4,-1,2.2
CCOc1cc(C(=O)N2CCc3cc(OC)c(OC)cc3C2)ccc1OC(F)F,-2,-6,-8,3,5,12,-14,4,nt
CCCN(CC1CC1)c1nc(N)c2c(N)nc(OC)cc2c1C#N,10,3,-7,2,-47,3,6,-6,-1.1
CCOC(=O)c1ccc(COC(=O)CCc2nc3ccccc3[nH]c2=O)o1,-5,-5,-3,-4,20,1,7,3,0.47
CCC(C)N1CC23C=CC(O2)C(C(=O)OCc2ccccc2)C3C1=O (stereo not given),-5,-4,6,1,-16,3,-3,7,0.59
CCOc1ccc2cc(/C=C/C(=O)c3ccco3)c(Cl)nc2c1,1,3,-10,2,-23,53*,-20,-3,2.7
CC(C)(C)c1ccc(C(=O)N2CCC(C(=O)NCCC3=CCCCC3)CC2)cc1,0,-5,1,-8,22,-4,-6,7,2
CC(c1ccccc1)n1cc(C(=O)NCC2COc3ccccc3O2)nn1 (stereo not given),1,8,-3,-3,-11,0,-11,-12,0.82
CCCCOc1ccc(C2(C(=O)O)CCCC2)cc1,-2,9,-11,-2,-31,3,-32,-9,0.88
Cc1ccc(C)c(Cn2cnc3c(nnn3-c3ccc(F)cc3)c2=O)c1,-1,-2,-7,0,-18,3,33,1,1
Cc1ccc2[nH]c(=O)c(NC(N)=S)nc2c1,0,-2,4,-1,-2,1,19,0,-0.4
CCOC(=O)N1CCN(C(=O)c2ccc(C)c(S(=O)(=O)Nc3ccccc3)c2)CC1,-1,8,-5,1,-14,5,13,-10,-0.5
Cn1nccc1C(=O)Nn1cnnc1,0,5,-2,7,14,1,-3,-8,0.3
Cc1csc(NC(=O)C2C3C=CC(O3)C2C(=O)O)n1 (stereo not given),0,-1,-4,8,19,9,-6,-2,1.2
COc1ccc(-c2cc(C(F)(F)F)nc(N3CCOCC3)n2)cc1OC,-3,0,-15,0,16,3,17,-2,-0.57
Cc1cccc(NC(=O)CSc2nnc(CCC(=O)Nc3ccc(C)c(Cl)c3)n2C)c1,0,-6,-12,-2,-5,7,-17,11,1.8
CCn1ncc(/C=N/N=C2\CCC3C4CCc5cc(O)ccc5C4CCC23C)c1C (stereo not given),0,-8,-16,-2,23,-1,4,8,1.1
CCOc1ccc(N(CC(=O)Nc2ccc(C)cc2)S(=O)(=O)c2c(C)noc2C)cc1,3,-5,-12,3,29,11,9,3,nt
Cc1cccc(NC(=O)Cc2cccs2)n1,2,-1,-5,4,-12,9,0,0,0.03
Cc1cnn(C(=S)NCc2ccco2)c1,0,3,-5,-12,-6,-2,-30,-3,-0.06
O=C(O)c1cc(S(=O)(=O)N2CCCCCC2)ccc1Cl,0,-8,4,6,-7,6,55,6,-0.65
CCc1nnc(NC(=O)CSc2nnc(C)n2CC2CCCO2)s1 (stereo not given),4,6,-5,1,3,13,10,-6,-0.08
Cn1c(=O)c2c(SCC(=O)N3CCCc4ccccc43)nc(CC(C)(C)C)nc2n(C)c1=O,1,-11,-13,-3,34,8,-15,11,nt
CN(C)c1ccc(CNC(=O)c2ccc(CNc3c(N4CCCCC4)c(=O)c3=O)cc2)cc1,1,-3,-6,-4,2,-2,5,0,nt
Cc1ccc(C(=O)CC(C(=O)O)n2ccc(C)n2)cc1 (stereo not given),-10,0,-7,8,-3,5,3,-3,-0.5
CS(=O)(=O)N(Cc1ccc(C(=O)NCc2ccco2)cc1)c1ccccc1,0,8,-6,-16,-1,2,-15,-9,-0.09
CC(=O)Nc1ccc(-c2ccccc2)s1,-2,8,-11,0,0,4,16,-10,-0.53
CCOc1cc(NC(=O)c2ccccc2C)c(OCC)cc1NC(=O)C1=Cc2ccccc2OC1,2,1,-10,-6,-11,11,-28,4,-0.21
COc1ccc(N2C(=O)C(CC(=O)Nc3ccccc3)N(Cc3ccc4c(c3)OCO4)C2=O)cc1 (stereo not given),-8,0,-11,-3,2,3,-22,-1,-0.08
CCC(C)(C)NC(=O)C(c1cccn1C)N(Cc1ccc(C)cc1)C(=O)Cn1nnc2ccccc21 (stereo not given),1,-10,7,-1,-3,0,4,7,0.5
CCOC(=O)C1CCN(C(=O)COc2ccc(S(=O)(=O)NC(C)(C)C)cc2)CC1,-2,4,-9,-2,18,2,0,-2,0.89
COc1cnc(SCc2ccc(Cl)cc2)nc1Cl,1,nt,-10,-1,24,16,nt,nt,0.87

# 6 structures already listed, arranged by count of non-hydrogen atoms, low to high:
SMILES,FAK blocker,PTPN22 act,PLK1 inh,EphB4 ephrin blk,Plk1 PBD FP,Rev-RRE block,F-actin modifier,PTPN22 inh 2,Pyk2 oligo antag
Cc1ccc(C(=O)CC(C(=O)O)n2ccc(C)n2)cc1 (stereo not given),-10,0,-7,8,-3,5,3,-3,-0.5
CCc1nnc(NC(=O)CSc2nnc(C)n2CC2CCCO2)s1 (stereo not given),4,6,-5,1,3,13,10,-6,-0.08
CCOC(=O)C1CCN(C(=O)COc2ccc(S(=O)(=O)NC(C)(C)C)cc2)CC1,-2,4,-9,-2,18,2,0,-2,0.89
CN(C)c1ccc(CNC(=O)c2ccc(CNc3c(N4CCCCC4)c(=O)c3=O)cc2)cc1,1,-3,-6,-4,2,-2,5,0,nt
CCOc1cc(NC(=O)c2ccccc2C)c(OCC)cc1NC(=O)C1=Cc2ccccc2OC1,2,1,-10,-6,-11,11,-28,4,-0.21
CCC(C)(C)NC(=O)C(c1cccn1C)N(Cc1ccc(C)cc1)C(=O)Cn1nnc2ccccc21 (stereo not given),1,-10,7,-1,-3,0,4,7,0.5

# The list continues.
SMILES,FAK blocker,PTPN22 act,PLK1 inh,EphB4 ephrin blk,Plk1 PBD FP,Rev-RRE block,F-actin modifier,PTPN22 inh 2,Pyk2 oligo antag
CN1CCN(c2ccccc2NC(=O)COc2ccc(Br)cc2)CC1,-1,-14,-31,3,4,12,-15,16,0.3
O=C(CN1C(=O)c2ccccc2C1=O)NCC1CCCO1 (stereo not given),-3,-7,-14,-3,6,8,-2,4,-0.64
Cc1cccc(C)c1OC(=O)CN(c1ccc(Cl)cc1)S(C)(=O)=O,-4,nt,-8,8,21,14,nt,nt,-1.5
COc1ccc(CCNC(=O)Cn2c(=O)cnc3ccccc32)cc1,-5,5,-8,11,13,7,8,-4,-0.01
CCOC(=O)c1[nH]c2ccc(OCC)cc2c1NC(=O)CN1CCN(c2ccccn2)CC1,1,18,-6,5,-17,0,34,-19,-1.1
COc1ccccc1/C=C/CN1CC(C)OC(C)C1 (stereo not given),-9,7,-9,-4,9,-1,-21,-3,0.26
CCOc1ccc(/C=N/NC(=O)COc2ccccc2-c2ccccc2)cc1,4,4,-13,-1,43,-2,-19,1,0.7
CN(CC(=O)NCCN1CCCCCC1)S(=O)(=O)c1cccc2nsnc12,0,8,23,-5,-2,-1,7,-12,0.52
C=CCNC(=O)c1ccc(OC)cc1OC,5,1,-9,1,12,10,-17,-6,0.48
CC(Nc1cc(N2CCN(C(=O)C(C)(C)C)CC2)ccc1[N+](=O)[O-])c1ccccc1 (stereo not given),3,-11,-5,3,-13,-3,1,16,-2.7
COC(=O)CSc1nc2sc3c(c2c(=O)n1C1CCCCC1)CCN(C)C3,-1,8,-8,-2,14,22,-4,-4,nt
CCOC(=O)C1C(=O)CC(C)(O)C(C(=O)OCC)C1c1ccc(C)s1 (stereo not given),1,-10,-8,-1,2,-3,6,9,0.41
COc1ccc(Cl)cc1C(=O)N1CCN(c2ccccn2)CC1,1,-7,-8,2,2,-4,-45,10,-0.27
O=S(=O)(c1ccc(F)cc1)n1ccc(-c2cccc(OCc3c(F)cccc3Cl)c2)n1,4,3,-10,1,5,10,-14,-1,-0.92
